HTT cytoprotect: qHTS Multiplex Assay to Identify Dual Action Probes in a Cell Model of Huntington: Cytoprotection (ATP) | Potency, µM (series often up to 56.4 µM), for the others: cytoprotection (ATP increase), usual class: activators | PC12 HTT-Q103 induced, cytoprotection, ATP luminescence, 40 h | 0.14% of 230,000 active;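 further: % of control where 0% means no effect; nearly all actives have a fitted effect of over 45% in size; toxic huntingtin expression switched on by the ecdysone agonist tebufenozide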
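Readout: ATPlite luminescence (ATP level). Model: stable PC12, inducible Htt exon1 Q103-GFP. Inducer: tebufenozide, 100 nM final. Compounds: dose series. No G418 in medium.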
HttQ103 aggreg: qHTS Multiplex Assay to Identify Dual Action Probes in a Cell Model of Huntington: Aggregate Formation (GFP); PC12 HttQ103-GFP aggregates, Acumen cytometry, 40 h; Potency, µM (doses to about 46.1 µM), for inactives: at the top dose activity change, negative = inhibition, usual class: inhibitors; 1.1% of 220,000 active; further: on the % scale 0 is the no-effect control and ±100 the full control effect; nearly all actives have a fitted effect of over 60% in size
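Steps: seed 1500 PC12 HTTQ103-GFP cells/well; add tebufenozide, 100 nM final; add compound titration; add ATPLite reagent; quantify GFP aggregates by laser scanning cytometry.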
SMN2 splice enh: qHTS Assay for Enhancers of SMN2 Splice Variant Expression; HEK293 SMN2-luciferase splicing reporter, luminescence, 30-36 h; Potency, µM (doses to about 46.1 µM), for inactives: at the top dose activity change, positive = activation, usual class: activators; 2.8% of 210,000 active; further: % of control where 0% means no effect; nearly all actives have a fitted effect of over 55% in size
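HEK293 cells carry an SMN2 minigene-luciferase reporter in which exon 7 inclusion puts luciferase in frame. Cells were seeded at 2000 cells/well, attached for 10-12 hours, then exposed to compounds for 30-36 hours at 37C before ONE-Glo luminescence.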
Tau fibril ThT: qHTS for Inhibitors of Tau Fibril Formation, Thioflavin T Binding. recombinant tau K18 P301L, heparin-induced fibrillization, ThT fluorescence. Potency, µM (highest dose often 57.4 µM), inactives show at the top dose activity, negative = inhibition, hits mostly inhibitors. Microtubule-associated protein tau (Homo sapiens), P10636. 2.1% of 270,000 active. AID 1460, 2008; further: on the % scale 0 is the no-effect control and ±100 the full control effect; nearly all actives have a fitted effect of over 55% in size
Target sequence (P10636 561-689 P618L limits assumed): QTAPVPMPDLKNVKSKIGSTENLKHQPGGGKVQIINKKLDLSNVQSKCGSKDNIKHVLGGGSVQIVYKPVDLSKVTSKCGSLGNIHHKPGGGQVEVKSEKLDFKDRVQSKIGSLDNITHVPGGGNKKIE
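Heparin-induced fibrillization of the P301L-mutant K18 repeat-domain fragment of human tau was followed by ThT binding in quantitative high-throughput format.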
Tau fibril FP: qHTS for Inhibitors of Tau Fibril Formation, Fluorescence Polarization. Microtubule-associated protein tau (Homo sapiens), P10636. K18 P301L tau heparin fibrillization, Alexa594 FP, 6 h. Potency, µM (highest dose often 57.7 µM), without a hit: at the top dose activity, negative = inhibition, actives largely listed as inhibitors. 0.39% of 280,000 active. AID 1468, 2008; further: on the % scale 0 is the no-effect control and ±100 the full control effect; nearly all actives have a fitted effect of over 55% in size
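K18 P301L tau (15 uM unlabeled/0.24 uM Alexa 594-labeled, final) + compound + heparin 20 uM final; 100 mM NaOAc pH 7; 6 hr 37 C; ThT 30 uM final added, 1 hr RT; FP ex 555/em 632 nm.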
JMJD2E inh: qHTS Assay for Inhibitors of Human Jumonji Domain Containing 2E (JMJD2E); Lysine-specific demethylase 4E (Homo sapiens), B2RXH2; JMJD2E catalytic domain, FDH-coupled NADH fluorescence (FDH is formaldehyde dehydrogenase); Potency, µM (highest dose often 57.1 µM), inactives show top-dose activity change, negative = inhibition, most hits filed as inhibitors; 1.6% of 230,000 active; active means well fitted inhibition curve with a large enough effect, not every such curve was filed as active; inconclusive means small, poorly fitted or top-dose-only effect, or another doubt; inactive means no such curve, though single readings can be large or run the other way;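 further: 0% = wells with enzyme and -100% = buffer wells without enzyme; nearly all actives have a fitted effect of over 50% in size; many of its hits are not listed in these tables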
Target sequence (B2RXH2 1-337 limits assumed): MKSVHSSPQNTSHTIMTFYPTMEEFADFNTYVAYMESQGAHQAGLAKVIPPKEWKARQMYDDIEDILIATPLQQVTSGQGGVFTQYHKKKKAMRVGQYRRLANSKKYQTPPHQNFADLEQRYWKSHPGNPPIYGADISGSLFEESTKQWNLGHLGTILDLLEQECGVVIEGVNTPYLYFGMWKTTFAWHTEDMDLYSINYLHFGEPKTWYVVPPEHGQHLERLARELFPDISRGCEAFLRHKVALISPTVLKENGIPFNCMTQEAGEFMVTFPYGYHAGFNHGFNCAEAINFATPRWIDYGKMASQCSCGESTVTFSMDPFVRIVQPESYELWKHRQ
Tau fluor counter: Counterscreen qHTS for Inhibitors of Tau Fibril Formation, Fluorescence Polarization; Potency, µM (top dose mostly 57.7 µM), for the others: at the top dose activity change, negative = decrease; 0.93% of 280,000 active; AID 1463, 2008; tau K18 P301L Alexa594 fluorescence, heparin fibrillization; further: on the % scale 0 is the no-effect control and ±100 the full control effect; nearly all actives have a fitted effect of over 55% in size
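Human tau K18 P301L (15 uM unlabeled, 0.24 uM Alexa 594-labeled) in 100 mM sodium acetate pH 7 with 20 uM heparin, 6 hr at 37 C. ThT 30 uM added, 1 hr ambient; Alexa 594 FP and total fluorescence read at 555/632 nm.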
ALDH1A1 block: qHTS Assay for Inhibitors of Aldehyde Dehydrogenase 1 (ALDH1A1). Purified ALDH1A1, NADH fluorescence, propionaldehyde substrate. Aldehyde dehydrogenase 1A1 (Homo sapiens), P00352. 7.3% of 220,000 active. Potency, µM (top dose mostly 75.3 µM), for the others: top-dose activity, negative = inhibition, actives largely listed as inhibitors; active means well fitted inhibition curve with a large enough effect, not every such curve was filed as active; inconclusive means small, poorly fitted or top-dose-only effect, or another doubt; inactive means no such curve, though single readings can be large or run the other way;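 further: plate controls were no enzyme wells and a reference inhibitor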
Target sequence (P00352 whole entry, looked up): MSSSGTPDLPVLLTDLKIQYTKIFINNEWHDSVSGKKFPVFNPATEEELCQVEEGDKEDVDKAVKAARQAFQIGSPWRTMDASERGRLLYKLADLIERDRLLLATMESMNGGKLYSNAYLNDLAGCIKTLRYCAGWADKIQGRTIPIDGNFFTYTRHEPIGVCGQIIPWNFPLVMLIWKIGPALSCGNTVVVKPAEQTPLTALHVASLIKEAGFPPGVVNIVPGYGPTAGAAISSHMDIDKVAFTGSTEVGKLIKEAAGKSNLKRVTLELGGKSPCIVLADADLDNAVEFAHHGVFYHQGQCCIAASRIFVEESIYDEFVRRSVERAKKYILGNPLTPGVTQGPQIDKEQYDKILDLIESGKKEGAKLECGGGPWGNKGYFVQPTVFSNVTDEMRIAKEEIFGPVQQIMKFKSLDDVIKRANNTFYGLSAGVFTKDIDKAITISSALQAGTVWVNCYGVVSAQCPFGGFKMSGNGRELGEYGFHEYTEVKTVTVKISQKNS
* marks the source's active call; other numbers are inactive results; ? = inconclusive; . = no result given; & = joins results of further samples; ! = repeats disagree; [ ] = dose if it differs, or a comment. Unless noted, the call rests on the fitted dose curve; in most records, active means well fitted curve in the direction sought with a large enough effect; inconclusive means small, poorly fitted or top-dose-only effect, or another doubt; inactive means no such curve, though single readings can be large; an effect the other way counts as inactive or inconclusive. Potency means the concentration at half of the fitted maximal effect. This is a subset (hit frequency here may not be typical).

SMILES	HTT cytoprotect	HttQ103 aggreg	SMN2 splice enh	Tau fibril ThT	Tau fibril FP	JMJD2E inh	Tau fluor counter	ALDH1A1 block
O=C(CSc1nc2ccccc2[nH]1)Nc1ccc(F)cc1	-21%	1%	-11%	-11%	3%	-11%	-14%	11%
CCn1cc(CNC(=O)CCc2nnc(CCC3CCCCC3)o2)cn1	20%[10 µM]	19%[9.22 µM]	-4%	-5%	1%	-8%	-1%	-16%
CCSC(C)CC1C/C(=N/O)c2c(CC)noc2C1 (stereo unspecified)	14%	-14%	-58%[inhibitor]	-15%	-3%	-3%	-14%	-12%
COc1ccc(C)cc1NC(=O)NC(C)c1ccncc1 (stereo unspecified)	6%	-7%	-2%	12%	4%	2%	10%	6%
CCOC(=O)CC(NC(=O)CCc1c(C)nc2nc(C)nn2c1C)c1ccc(OC(C)C)cc1 (stereo unspecified)	-18%	16%	-59%	-1%	-7%	2%	-4%	?
O=C(Cc1ccccc1)Nc1nnc(-c2cccc([N+](=O)[O-])c2)s1	11%[10 µM]	10%	-18%	9%	-8%	-1%	0%	2%
O=C(CSc1nnc(-c2cccnc2)n1Cc1ccccc1)N1CCOCC1	-30%[10 µM]	1%	11%	0%	-2%	8%	8%	2%
O=S1(=O)CC(O)C(Nc2ccccc2)C1 (stereo unspecified)	9%	-2%	-3%	2%	5%	6%	2%	2%
O=C(Cn1c(=O)oc2ccccc21)Nc1nc(-c2ccc(Br)cc2)cs1	-41%[10 µM]	-16%	?	3%	2%	4%	-2%	3%
FC(F)(F)c1ccc(NC2=NCCC2)cc1	-25%	14%	-22%	-7%	-7%	4%	-8%	-3%
COc1ccc(C2(CNC(=O)Cc3ccc(OC)c(OC)c3)CCOCC2)cc1	15%	15%	-10%	4%	-3%	6%	2%	-2%
CCOc1ccc(C(=O)NC2CCN(C(=S)Nc3ccccc3C)CC2)cc1	1%[10 µM]	-6%[9.22 µM]	1%	2%	7%	3%	11%	17%
Cc1sc(N)c(C(=O)c2ccccc2)c1C	.	.	-7%	?	-16%	-9%	-15%	?
CCn1c(SCC(=O)Nc2ccc(NC(=O)c3cccs3)cc2)nnc1-c1cccnc1	-17%[10 µM]	4%	9%	-16%	-3%	8%	-11%	12%
CCOC(=O)c1nc(Nc2ccccc2C)c2ccccc2n1	-9%	-3%	-25%&-7%	-8%&2%	-4%&-7%	-6%	-7%&2%	-5%
COc1ccc(OCC(=O)N/N=C/c2ccc(OC)c(OC)c2C(=O)O)cc1	17%[10 µM]	?	9%	-15%	2%	-8%	0%	3%
O=C(COC(=O)c1cccs1)Nc1cccc(S(=O)(=O)N2CCOCC2)c1	3%[10 µM]	6%	-3%	-4%	-17%	4%	-13%	?
COc1ccc(Br)cc1CNC(=O)CSc1cc(=O)n(C)c2ccccc12	.	.	9%	5%	7%	.	-2%	.
CCOc1ccc(C)cc1S(=O)(=O)Nc1ccc(Cl)cn1	10%	17%	13%	2%	-2%	5%	1%	3%
O=C(Nc1ccc(OC(F)(F)F)cc1)C(Cc1ccccc1)NS(=O)(=O)c1cccc2nsnc12 (stereo unspecified)	.	.	-31%[inhibitor]	5%	16µM*	.	?	.
Nc1ncc([N+](=O)[O-])c(Oc2ccccc2F)n1	19%[10 µM]	0%[9.22 µM]	.	?	5%	1%	-26%	.
Brc1cccc(-c2nnc3sc(CNC4CCCC4)cn23)c1	-61%[inhibitor]	-13%	-9%	-1%	2%	-5%	-5%	4%
CS(=O)(=O)N1CCC(C(=O)N2CCN(c3ccccc3F)CC2)CC1	-46%[inhibitor]	-6%	-11%	-2%	-7%	3%	-1%	8%
COCCN1CCn2c(nc3cc([N+](=O)[O-])ccc32)C1	-4%[10 µM]	-3%[9.22 µM]	.	.	0%	2%	7%	.
COc1ccc(-n2nc3ccc(NS(C)(=O)=O)cc3n2)cc1Cl	-20%[0.074 µM]	6%	25%	?	2%	?	-11%	-118%
COCCN(C(=O)Cc1cccs1)C(C(=O)NCc1ccc(OC)cc1)c1ccc(C)cc1 (stereo unspecified)	23%[10 µM]	?	?	-1%	2%	-2%	-2%	2µM*
CCOC(=O)C1CCN(CC(=O)Nc2c(C(=O)OC)n(C)c3cccc(C)c23)CC1	-11%[0.074 µM]	-8%	-10%	-9%	-3%	?	-6%	2%
O=C(CSc1oc(-c2ccco2)nc1S(=O)(=O)c1ccc(Br)cc1)c1ccc(Cl)cc1	.	.	4%	-2%	-13%	.	-23%	.
Cc1cc(C)n2nc(-c3sccc3-n3cccc3)cc2n1	-18%	-2%	-22%	-15%	-4%	?	-13%	?
COc1ccc(-c2cc(=O)c3cc(OC)ccc3o2)cc1	-92%[inhibitor]	11%	0.89µM*!	?	-3%&-11%	0.71µM*	-3%&-1%	?
CCOC(=O)CSc1nc2ccccc2n1CC(=O)N(C(C)C)C(C)C	-39%[inhibitor]	?	.	1%	-8%	3%	-15%	2%
COc1ccccc1-c1cc(C(=O)N2CCc3ccccc3C2)c2ccccc2n1	-19%	?	-24%	?	-7%	?	-24%	0%
COc1ccccc1-c1nc(C#N)c(N2CCN(Cc3ccccc3)CC2)o1	-10%[0.074 µM]	3%	-11%	-9%	1%	2%	-4%	?
Oc1ccccc1-c1nc(/C=C/c2ccccc2)nn1-c1ccccc1	-11%[0.074 µM]	-4%	-24%&-5%	-12%&3%	-17%&0%	1%	?	?
O=c1c2c(nc3cc(-c4ccc(Br)cc4)[nH]n13)CCCC2	7%[10 µM]	0%[9.22 µM]	.	-3%	4%[2.34 µM]	-9%	9%[2.34 µM]	6%
CCOC(=O)c1ccc(NC(=O)c2nc[nH]c2C(=O)NCC(=O)OC(C)(C)C)cc1	7%[10 µM]	-1%[9.22 µM]	.	?	?	?	?	.
CCOC(=O)C(CC)Sc1nc2c(cnn2-c2ccccc2)c(=O)[nH]1 (stereo unspecified)	-18%	15%	-42%[inhibitor]	-11%	-9%	-2%	-16%	13%
Nc1cc(-c2ccccc2)nn1Cc1ccc(Cl)cc1	-8%	-11%	-54%[inhibitor]	-5%	15%	-12%	?	1%
Cc1ccc(Cn2nnnc2CN2CCC(NC(=O)c3ccc(Br)cc3)CC2)cc1	14%[10 µM]	-15%	-72%[inhibitor]	-3%	1%	2%	2%	-6%
CC(C)(C)C(=O)NC1=NN(c2c(Cl)cc(Cl)cc2Cl)C(=O)C1	-1%[10 µM]	2%[9.22 µM]	.	-2%	4%[2.34 µM]	0%	-6%	-15%
CCCCNC(=O)OCCSCCS(=O)(=O)c1ccc(Cl)cc1	21%[10 µM]	7%[9.22 µM]	.	-2%	-1%	2%	1%	.
CCC(CC)c1nnc(NC(=O)c2c(C)nn(Cc3ccccc3Cl)c2C)s1	-82%[inhibitor]	-20%	-24%	?	1%	-2%	-14%	?
COc1cccc(NC(=O)Cn2c(=O)n(CCC(=O)NCc3ccccc3OC)c(=O)c3ccccc32)c1	.	.	2%	5%	-13%	.	-28%	.
CCn1c(SCC(=O)NCc2ccco2)nnc1-c1c[nH]c2ccccc12	-24%	?	-23%	-12%	6%	8%	-9%	-8%
COc1ccc(OC)c(N(CC(=O)NC2CC2)S(=O)(=O)c2ccc(C)cc2)c1	7%	12%	-13%	3%	5%	-11%	5%	?
Cc1ccc(-c2csc(Nc3ccccc3)[n+]2CCc2ccccc2)cc1	0%[10 µM]	10%	-33%[inhibitor]	?	9%	-2%	-29%	?
OCCN(Cc1ccccc1)CC(O)COc1ccc(-c2ccccc2)cc1 (stereo unspecified)	-5%[10 µM]	15%[9.22 µM]	-5%	?	?	0%	-17%	?
Cc1cc(C(=O)N/N=C/c2c(C)nn(-c3ccccc3)c2C)n[nH]1	-9%[10 µM]	11%[9.22 µM]	.	?	-13%	2%	-6%	.
Cc1nc(C(=O)NNC(=O)c2c(-c3c(Cl)cccc3Cl)noc2C)cs1	10%[10 µM]	0%[9.22 µM]	.	-2%	4%	-11%	4%	.
CCCCOc1ccc(C(=O)C(CN2CCOCC2)c2ccccc2)cc1 (stereo unspecified)	.	36%[9.22 µM]	-115%[inhibitor]	?	7%	-4%	-10%	4%

(list continues)
SMILES	HTT cytoprotect	HttQ103 aggreg	SMN2 splice enh	Tau fibril ThT	Tau fibril FP	JMJD2E inh	Tau fluor counter	ALDH1A1 block
COc1ccc(Nc2nc(-c3cccs3)nc3ccccc23)c(OC)c1	-11%[0.074 µM]	-7%	-11%	?	-6%	?	10µM*[quencher]	-15%
CC(C)N(Cc1cc2ccccc2[nH]c1=O)C(=O)C(C)(C)C	-4%[0.074 µM]	-12%	0%	-15%	4%	-12%	-3%	-5%
O=C(CSc1nccn1-c1ccccc1)Nc1ccc2c(c1)OCO2	-11%	1%	-21%	-16%	3%	4%	-12%	?
CCC(C)n1[nH]c(=O)c2c(C)cc(C)nc21 (stereo unspecified)	1%[10 µM]	24%	?	0%	0%	-26%	-6%	?
COc1ccc(C(=O)O)cc1S(=O)(=O)NC(C)(C)C	21%[10 µM]	-12%[9.22 µM]	.	.	-11%	6%	7%	.
CCN(CC)c1nc2cc(OC)ccc2cc1C#N	1%[10 µM]	-2%	-19%	-4%	-7%	?	-11%	?
CC1CC(C)(C)Nc2ccc(N=O)cc21 (stereo unspecified)	-48%[inhibitor][10 µM]	?	-102%	9%	2%	-3%	8%	10µM*

A few values from the list:
Tau fibril ThT with CCOC(=O)C(CC)Sc1nc2c(cnn2-c2ccccc2)c(=O)[nH]1 (stereo unspecified) : -11%
SMN2 splice enh with O=C(Cc1ccccc1)Nc1nnc(-c2cccc([N+](=O)[O-])c2)s1 : -18%

Compound activity deposited in PubChem BioAssay by National Center for Advancing Translational Sciences (NCATS).
